Source: PubChem BioAssay (Broad Institute)
miR122 inh: miR-122 inhibition in Huh7 cells. Huh7 miR-122 Renilla luciferase sensor, 48 h; neutral wells = 0, positive control = 100. 340,000 tested, 0.3% active. activation (reporter increase), % at 12.5 µM;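 active means mean replicate activation score at least 90 and every replicate individually at or above 90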;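 further: higher luciferase means less miR-122 activity so hits act as miR-122 inhibitors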
PglD DTNB: inhibitors of Campylobacter jejuni PglD acetyltransferase; purified PglD enzyme, DTNB colorimetric CoA detection; inhibition, % at 12.5 µM; 360,000 tested, 0.098% active; in the data active means inhibition above about 16%, passing the limit was not always enough; further: strong numbers were not always called active
PGC1a acetyl inh: PGC1a acetylation modulation, inhibitor mode; U2OS PGC1a acetylation, AlphaScreen anti-acetyl-lysine; with virally co-expressed GCN5 acetyltransferase; inhibition, % at 15.6 µM; 350,000 tested, 0.17% active; AID 651687;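 active means every replicate shows inhibition of at least 40%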;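 further: 0% = neutral control wells and 100% = positive control wells; some results beyond the cut were filed as inactive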
C2C12 statin: suppressors of simvastatin-induced myotoxicity in C2C12 myotubes. ATP luminescence, 48 h; scaled: DMSO 0, geranylgeraniol control 100. rescue of ATP level, % at 7.49 µM. 330,000 tested, 0.78% active. AID 602340;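 active means mean ATP rescue above about 67%, or every replicate alone reaching that limit, limit read from the data, passing the limit was not always enough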;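 further: myotubes were challenged with 10 µM simvastatin during compound exposure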
FN deposition inh: fibronectin deposition inhibition; AH1F fibroblasts, Alexa488-fibronectin deposition fluorescence, overnight; inhibition, % at 12.6 µM; 350,000 tested, 0.086% active;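 active means mean inhibition across replicates of 30% or more, regardless of how many single replicates reach that level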;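 further: positive control wells lacked labelled fibronectin entirely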
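material = AH1F fibroblast monolayer depositing Alexa488-labelled fibronectin into matrix | amount = 10000 AH1F cells/well | buffer or medium = DMEM plus 2% serum, read in PBS | incubation = 1 h cell adhesion before compound, then overnight fibronectin incubation | detection = fluorescence at 485 nm excitation, 525 nm emission | evaluation = percent inhibition as loss of matrix-bound fibronectin fluorescence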
GSIS activator: GLuc luminescence reporter in INS-1E cells, primary screen for activators of glucose-dependent secretion of insulin; INS-1E GLuc reporter insulin secretion, 2-3 h; activation, % at 16.6 µM; 370,000 tested, 0.61% active; AID 743287;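 active means lowest replicate activation of at least 40%, so every replicate reaches that level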;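 further: 0% = median of neutral control wells and 100% = median of IBMX positive control wells; some compounds called inactive have numbers as strong as hits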
CFTR F508del cor: correctors of CFTR F508del function in bronchial epithelial cells; activity (quench increase), % at 7.58 µM; 350,000 tested, 0.36% active; AID 720511; CFBE cells, YFP halide quenching; stimulated with forskolin plus potentiator P3; % fluorescence drop versus neutral controls;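 active means mean added fluorescence quench of at least 8% versus neutral control, with both replicates also reaching 8%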;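 further: cells transiently co-express mutant CFTR-F508del with the halide-sensitive YFP; corrector assay measuring rescue of mutant channel to the surface after 24 h compound exposure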
Cneo AK release: causes C. neoformans cell lysis; adenylate kinase release luminescence, 4 h; normalised: neutral wells 0, clomiphene wells 100; 360,000 tested, 0.2% active; lysis activity, % at 15 µM;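 active means mean lysis activity across replicates of at least 80%, whatever share of replicates individually reach that level; inactive means mean lysis activity below 80%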
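Assay system: C. neoformans cells. Amount: yeast cell density of 5 × 10^6 cells/mL. Technique: AK luminescence. Buffer or medium: YPD. Times: static 4 h at 37 °C with compound, 1 h detection. Dosing: single-point compound dose. Read-out: lysis from increased AK signal.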
* hit, by the source's call; · = no result given; [ ] = another dose, or the depositor's remark.

SMILES | miR122 inh | PglD DTNB | PGC1a acetyl inh | C2C12 statin | FN deposition inh | GSIS activator | CFTR F508del cor | Cneo AK release
COc1ccc(CNC(=O)CN2C(=O)NC(C)(c3ccc(Cl)cc3)C2=O)cc1 (stereo not given) | -5 | 8 | -3 | 2 | 3 | -12 | -0.7 | 0
Cc1c(CN(C)C(=O)c2nn(C)cc2[N+](=O)[O-])cnn1C | -2 | 0 | 0 | · | -3 | 4 | · | -2
C[C@@H]1CCCCO[C@H](CN(C)S(=O)(=O)c2ccc(Cl)cc2)[C@H](C)CN([C@@H](C)CO)C(=O)c2cc(NC(=O)Nc3ccc(F)cc3)ccc2O1 | -3[16.7 µM] | 3 | -8 | · | -20 | 23 | 0.8 | -2
CC1Cc2ccccc2N1C(=O)COC(=O)c1cccc(Br)c1 (stereo not given) | -2 | -4 | 4 | -16 | -9 | -24 | 2.9 | -1
Cc1noc(C)c1NC(=O)N(C)C[C@@H]1Oc2cc(C#CCC3CCCC3)ccc2S(=O)(=O)N([C@@H](C)CO)C[C@H]1C | 17[16.7 µM] | 2 | 9 | 12 | -13 | -7 | 3.6 | -4
O=C(NCc1nnnn1-c1ccc(F)cc1)c1ccc([N+](=O)[O-])o1 | · | · | · | 70* | 8 | 11 | -7.1 | ·
CCC(=O)Nc1c2c(nn1-c1ccc(OC)cc1)CS(=O)C2 (stereo not given) | -4 | 3 | -3 | · | · | 11 | 1.9 | -1
CN=c1scc(C)n1/N=C/c1cc(Br)c(O)c(Br)c1 | · | · | -5 | · | -2 | -4 | -3.0 | ·
COc1ccc(CN(C)C(=O)c2cccc(S(=O)(=O)NCc3ccccc3)c2)cc1F | -7 | -3 | 1 | 2 | 0 | · | · | 0
CCOC(=O)N1CCN(C(=S)Nc2cc(OC)c(OC)cc2C(=O)OC)CC1 | · | 2 | 11 | 11 | · | 14 | -3.5 | 0
CCCN1[C@H](C(=O)NCCCN(C)C)[C@@H](CO)[C@@H]2Cn3c(ccc(C4=CCCC4)c3=O)[C@@H]21 | 1[16.7 µM] | 1 | · | 2 | · | 5 | 0.5 | -3
N=C1C(c2nc3ccccc3s2)=C(O)CN1NC(=O)c1ccco1 | 4 | -3 | -4 | -5 | 5 | -11 | -0.9 | -1
Oc1cccc(Nc2nc(N3CCOCC3)nc(N3CCOCC3)n2)c1 | -2 | 0 | 0 | -40 | 13 | -13 | -2.2 | 1
C[C@@H]1CN([C@H](C)CO)C(=O)c2cc(NC(=O)C3CC3)ccc2O[C@H]1CN(C)Cc1ccccc1 | 4[16.7 µM] | -1 | -2 | -21 | · | 3 | 3.9 | 56
O=C(CNc1cccc([N+](=O)[O-])c1)NCCCc1ccccc1 | 3 | -2 | · | 3 | 1 | -14 | -1.5 | 0
CCN(CC)CCSc1nnc2c3ccccc3n(CCc3ccccc3)c2n1 | -8 | -2 | -3 | -10 | -7 | 17 | 0.4 | 0
Cc1cc(-c2cccc(Br)c2)c(C#N)c(N)n1 | · | · | -13 | · | 15 | 18 | 0.6 | ·
CN(Cc1ccc(F)cc1)C(=O)CNC(=O)C1CCCCC1 | -1 | 0 | 2 | 9 | -1 | 31 | -2.1 | -4
CCCc1nc(-c2ccc(-c3ccc(F)cc3)cc2)no1 | -6 | 2 | 8 | 3 | -2 | · | · | -2
Cc1ccc(N(C(=O)CCC(=O)Nc2ccccn2)C(C(=O)NC(C)C)c2ccc(F)cc2)cc1 (stereo not given) | -6 | -5 | -8 | 20 | 6 | 21 | -1.5 | -2

Compound profiles, as listed above:
COc1ccc(CN(C)C(=O)c2cccc(S(=O)(=O)NCc3ccccc3)c2)cc1F reads miR122 inh = -7; PglD DTNB = -3; PGC1a acetyl inh = 1; C2C12 statin = 2; FN deposition inh = 0; GSIS activator = ·; CFTR F508del cor = ·; Cneo AK release = 0
CCC(=O)Nc1c2c(nn1-c1ccc(OC)cc1)CS(=O)C2 (stereo not given) reads miR122 inh = -4; PglD DTNB = 3; PGC1a acetyl inh = -3; C2C12 statin = ·; FN deposition inh = ·; GSIS activator = 11; CFTR F508del cor = 1.9; Cneo AK release = -1
Cc1noc(C)c1NC(=O)N(C)C[C@@H]1Oc2cc(C#CCC3CCCC3)ccc2S(=O)(=O)N([C@@H](C)CO)C[C@H]1C reads miR122 inh = 17[16.7 µM]; PglD DTNB = 2; PGC1a acetyl inh = 9; C2C12 statin = 12; FN deposition inh = -13; GSIS activator = -7; CFTR F508del cor = 3.6; Cneo AK release = -4

The list goes on.
SMILES | miR122 inh | PglD DTNB | PGC1a acetyl inh | C2C12 statin | FN deposition inh | GSIS activator | CFTR F508del cor | Cneo AK release
CCCNC(=O)N1[C@H](CO)[C@H](c2ccccc2)[C@@H]1CNC(=O)c1cccc(F)c1 | 7[16.7 µM] | 4 | 10 | 4 | -9 | 2 | 3.4 | 3
CCOC(=O)c1[nH]c(C)c(C(=O)Nc2ccc(C)c(C)c2)c1C | · | -1 | · | 6 | 10 | -2 | -0.6 | -4
COc1ccc(NC(=O)N(C)C[C@H]2Oc3ccc(NC(=O)Cn4cnnn4)cc3CC(=O)N([C@H](C)CO)C[C@H]2C)cc1 | -9[16.7 µM] | 1 | 0 | -17 | · | -8 | 0.5 | 0
C[C@@H]1CN([C@@H](C)CO)S(=O)(=O)c2ccc(-c3ccccc3F)cc2O[C@@H]1CN(C)Cc1ccncc1 | -8[16.7 µM] | 1 | -2 | -9 | -8 | -16 | 3.2 | -5
Cc1sc2nc(SCC(N)=O)n(-c3ccccc3)c(=O)c2c1C | -6 | -3 | -3 | 13 | 1 | -8 | 0.1 | 1
Cc1nc(NC(=O)/C=C/c2ccccc2)sc1C(=O)Nc1ccccc1Cl | -1 | 8 | · | · | 3 | · | · | -1
C[C@H](CO)N1C[C@H](C)[C@H](CN(C)S(=O)(=O)c2cccc(F)c2)Oc2ncc(-c3cccc(C(F)(F)F)c3)cc2C1=O | -4[16.7 µM] | -6 | -8 | 24 | 12 | -26 | -0.9 | -4
O=S1(=O)c2cccc3cccc(c23)N1Cc1nnc(-c2ccccc2Br)o1 | -35 | -57 | 10 | · | -1 | 1 | · | 3
CN(CCOc1ccc(Cl)cc1)C(=O)c1cc(S(=O)(=O)N2CCOCC2)ccc1N1CCCC1 | -2 | -3 | -8 | -22 | 0 | -27 | 1.0 | 3
CCCNC(=O)[C@@H]1N[C@@H]2c3ccc(C4=CCCC4)c(=O)n3C[C@@H]2[C@H]1CO | -1[16.7 µM] | -6 | 3 | -2 | · | 4 | -0.1 | -3
COCCNC(=O)C[C@@H]1CC[C@H]2[C@H](COc3ccc(NC(=O)C4CCCC4)cc3C(=O)N2C)O1 | 6[16.7 µM] | -2 | 2 | 14 | 6 | 1 | -1.8 | 1
CC1CCCCN1CCCNC(=O)c1ccc2nc(N3CCCCC3)sc2c1 (stereo not given) | -5 | 1 | -8 | 0 | 3 | · | 4.6 | 0
COc1ccc(NC(=O)N(C)C[C@H]2OCCCC[C@H](C)Oc3ccc(NS(=O)(=O)c4ccc(OC)cc4)cc3C(=O)N([C@@H](C)CO)C[C@@H]2C)cc1 | 7[16.7 µM] | -1 | 7 | · | -3 | -3 | -1.1 | 1
Cc1nccn1CCCNC(=O)CC1C(=O)NCCN1Cc1ccccc1C(F)(F)F (stereo not given) | 3 | -2 | 0 | 12 | 8 | 6 | -0.1 | 0
CCC(=O)Nc1ccc2c(c1)OC[C@@H](C)N(Cc1ccccc1OC)C[C@@H](C)[C@@H](OC)CN(C)C2=O | · | 1 | 2 | 4 | -2 | 2 | 1.1 | 52
CC(C)n1c(SCC(=O)Nc2nc3c(s2)CCCC3)nc2c1c(=O)n(C)c(=O)n2C | 0 | -4 | -13 | 99* | 9 | · | · | 2
Cn1nc(NC(=O)C(F)(F)F)c2ncc(-c3ccc(Cl)cc3)nc21 | · | · | · | -4 | 3 | 29 | 1.0 | ·
CN(C)S(=O)(=O)c1ccc(C(=O)NCC(=O)N/N=C/c2ccccc2)cc1 | -1 | -11 | -4 | -6 | -2 | -1 | -2.4 | 13
CCN(CC(=O)Nc1ccc(NC(C)=O)cc1)C(=O)/C=C/c1ccc(C)o1 | -4 | -5 | 0 | 1 | -5 | -1 | -0.9 | -2
Cc1noc(C)c1S(=O)(=O)N(C)C[C@@H]1Oc2ccc(NS(=O)(=O)c3cn(C)cn3)cc2C(=O)N([C@@H](C)CO)C[C@@H]1C | -1[16.7 µM] | -4 | 7 | 40 | · | 29 | -0.8 | 2
O=C(Nc1cc(C(F)(F)F)ccc1N1CCCC1)C1=COCCO1 | -3 | -2 | -6 | -2 | -7 | -4 | -0.4 | 0
CC(=O)Nc1ccc(NC(=O)c2c([N+](=O)[O-])cnn2C)cc1 | 3 | 8 | -16 | -2 | 2 | -2 | -0.2 | -1
Cn1c(=O)c2c(ncn2C)n(C)c1=O | -3 | 0 | 1 | 5 | -1 | · | 2.3 | 0
C[C@H](CO)N1C[C@H](C)[C@H](CN(C)S(=O)(=O)c2ccccc2)Oc2ccc(NC(=O)CCCCCC(=O)Nc3ccccc3N)cc2CC1=O | -11[16.7 µM] | -1 | -7 | 14 | · | 0 | -0.4 | -2
O=C(CCl)N1CCN(S(=O)(=O)Cc2ccccc2)CC1 | -14 | 6 | 7 | -3 | 1 | 10 | -1.3 | 1
O=C(CCNC(=O)c1ccccc1Cl)NC1=NCCS1 | 3 | 4 | 8 | 6 | -4 | 1 | -0.5 | -1
CCOc1ccccc1C(=O)NC1CCNCC1 | · | 4 | · | 13 | 2 | -2 | -0.6 | -7
CN1C(=O)c2cc(NC(=O)Cc3ccccc3)ccc2OC[C@@H]2O[C@H](CC(=O)NCC3CC3)CC[C@@H]21 | 233*[16.7 µM] | -1 | 4 | -14 | -13 | -6 | 0.4 | -2
Clc1ccc(CSc2nnc(-c3ccccn3)n2Cc2cccs2)cc1Cl | -3 | -1 | -3 | 15 | · | 8 | -1.9 | 1
O=C(OCc1ccc(-c2ccccc2)cc1)c1cccc(O)c1 | -19 | 3 | 9 | 2 | 8 | 7 | -2.5 | 5
O=S(=O)(c1ccccc1)n1ccc(-c2cnc(-c3ccccc3)s2)n1 | -7 | -5 | 1 | · | -7 | -25 | · | -1
CCc1cc2c(SCC(=O)O)ncnc2s1 | -2 | · | 7 | 4 | · | 8 | -1.6 | ·

Entries listed so far containing a CF3 group:
SMILES | miR122 inh | PglD DTNB | PGC1a acetyl inh | C2C12 statin | FN deposition inh | GSIS activator | CFTR F508del cor | Cneo AK release
C[C@H](CO)N1C[C@H](C)[C@H](CN(C)S(=O)(=O)c2cccc(F)c2)Oc2ncc(-c3cccc(C(F)(F)F)c3)cc2C1=O | -4[16.7 µM] | -6 | -8 | 24 | 12 | -26 | -0.9 | -4
Cc1nccn1CCCNC(=O)CC1C(=O)NCCN1Cc1ccccc1C(F)(F)F (stereo not given) | 3 | -2 | 0 | 12 | 8 | 6 | -0.1 | 0
Cn1nc(NC(=O)C(F)(F)F)c2ncc(-c3ccc(Cl)cc3)nc21 | · | · | · | -4 | 3 | 29 | 1.0 | ·
O=C(Nc1cc(C(F)(F)F)ccc1N1CCCC1)C1=COCCO1 | -3 | -2 | -6 | -2 | -7 | -4 | -0.4 | 0
